Sm TGR block = inhibitors of Schistosoma mansoni thioredoxin glutathione reductase | Q962Y6 | purified TGR, DTNB reduction, TNB absorbance 405 nm | Potency, µM (titrated, usually from 114 µM), for inactives: at the highest dose activity change, negative = inhibition, most hits filed as inhibitors | actives 3% (n = 360,000); further: potency means the concentration at half of the fitted maximal effect; nearly all actives have a fitted effect of over 60% in size
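Kinetic colorimetric format: TGR-catalysed, NADPH-driven DTNB reduction monitored via TNB absorbance. Enzyme dispensed at 20 nM; compound exposure 15 min at room temperature before reaction start.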
AmpC inh no detg = blocks E. coli AmpC beta-lactamase in detergent-free assay; P00811; AmpC nitrocefin hydrolysis, absorbance 480 nm, 0.0001% Triton; Potency, µM (doses to about 57.1 µM), inactives show at the highest dose activity change, negative = inhibition, actives largely listed as inhibitors; actives 0.52% (n = 330,000); AID 485341;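 further: potency means the concentration at half of the fitted maximal effect; plate controls were no compound for no effect and no enzyme for full effect; nearly all actives have a fitted effect of over 20% in size; some results filed as inactive show a strong effect at the top dose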
Target sequence (P00811 whole entry, looked up): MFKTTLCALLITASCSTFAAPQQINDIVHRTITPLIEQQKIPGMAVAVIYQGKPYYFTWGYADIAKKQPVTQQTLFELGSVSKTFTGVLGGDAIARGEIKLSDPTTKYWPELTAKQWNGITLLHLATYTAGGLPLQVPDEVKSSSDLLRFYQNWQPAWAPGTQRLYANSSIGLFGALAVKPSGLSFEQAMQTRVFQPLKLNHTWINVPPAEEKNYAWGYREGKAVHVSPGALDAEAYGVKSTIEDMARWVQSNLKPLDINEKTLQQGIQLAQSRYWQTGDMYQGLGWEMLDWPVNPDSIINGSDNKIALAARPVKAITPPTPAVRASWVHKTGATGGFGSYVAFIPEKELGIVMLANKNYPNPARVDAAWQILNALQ
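AmpC (5.3 nM in the dispensed reagent) in 20 mM phosphate pH 7.0 with 0.01% (detergent screen) or 0.0001% Triton X-100 was preincubated with compounds for 15 min at room temperature. Nitrocefin was then added from an 800 uM solution, and hydrolysis was followed at 480 nm.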
HCMV inh = blocks human cytomegalovirus replication. activity change, negative = inhibition, % at 57.5 µM. HFF cells, HCMV-luciferase reporter, 72 h; active compounds read low. actives 4.5% (n = 410,000). AID 1259415; in the data active means activity change below about -60%; inconclusive means no clear call, values can overlap the other calls; inactive means above about -39%
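Compounds were evaluated in HFFs infected with an HCMV luciferase reporter virus (MOI 1 PFU/cell). Luciferase in lysates collected 72 h post infection served as the replication measure.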
AMA1-RON2 inh = inhibitors of Plasmodium falciparum AMA1-RON2 interaction; actives 0.2% (n = 360,000); Potency, µM (top dose mostly 58.2 µM), inactives show at the top dose activity change, negative = inhibition, most hits filed as inhibitors; AID 720542; AlphaScreen AMA1-biotinylated RON2 peptide binding;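 further: potency means the concentration at half of the fitted maximal effect; 0% = vehicle wells and -100% = peptide control; nearly all actives have a fitted effect of over 45% in size; some results filed as inactive show a strong effect at the top dose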
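AMA1 (3D7) with his tag at 25 nM final met compounds first, then biotinylated RON2 peptide at 25 nM; detection used donor plus acceptor beads, 10 µg/mL apiece, read by AlphaScreen after 30 min at room temperature.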
FBPA Giardia inh = Giardia lamblia aldolase inhibition | A8B2U2 | purified Giardia FBPA | Potency, µM (doses to about 59.6 µM), for the others: at the highest dose activity, negative = inhibition, actives largely listed as inhibitors | actives 0.71% (n = 290,000) | AID 2451; further: potency means the concentration at half of the fitted maximal effect; nearly all actives have a fitted effect of over 55% in size
Target sequence (A8B2U2 whole entry, looked up): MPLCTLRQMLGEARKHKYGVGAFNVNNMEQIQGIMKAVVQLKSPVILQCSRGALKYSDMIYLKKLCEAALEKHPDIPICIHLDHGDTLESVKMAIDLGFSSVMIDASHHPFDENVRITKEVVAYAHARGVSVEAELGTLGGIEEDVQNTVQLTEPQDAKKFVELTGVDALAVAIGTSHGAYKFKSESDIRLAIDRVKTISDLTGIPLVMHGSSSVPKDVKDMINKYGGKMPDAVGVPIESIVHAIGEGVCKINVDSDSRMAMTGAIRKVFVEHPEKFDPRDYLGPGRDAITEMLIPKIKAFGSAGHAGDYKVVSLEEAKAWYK
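40 nM FBPA preincubated 10 min at RT with compound (up to 57.5 uM final), then substrate plus GAPDH/TPI/NAD/arsenate coupling and diaphorase/resazurin added. Fluorescence read after 20 min at RT, 525/598 nm.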
AmpC detergent = AmpC beta-lactamase inhibition with detergent present | P00811 | AmpC hydrolysis of nitrocefin, absorbance 480 nm, 0.01% Triton | Potency, µM (highest dose often 114 µM), for inactives: at the top dose activity change, negative = inhibition, usual class: inhibitors | actives 0.041% (n = 370,000);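 further: potency means the concentration at half of the fitted maximal effect; 0% = no-compound wells and -100% = no-enzyme wells; nearly all actives have a fitted effect of over 25% in size; some results filed as inactive show a strong effect at the top dose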
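AmpC (5.3 nM in the dispensed reagent) in 20 mM phosphate pH 7.0 with 0.01% (detergent screen) or 0.0001% Triton X-100 was preincubated with compounds for 15 min at room temperature. Nitrocefin was then added from an 800 uM solution, and hydrolysis was followed at 480 nm.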
An asterisk follows results filed as active; ? = inconclusive; . = no result given; & = joins results of further samples; [ ] = remark or other dose. Unless noted, the call rests on the fitted dose curve; in most records, active means well fitted curve in the direction sought with a large enough effect; inconclusive means small, poorly fitted or top-dose-only effect, or another doubt; inactive means no such curve, though single readings can be large; an effect the other way counts as inactive or inconclusive. Unless noted, on the % scale 0 is the no-effect control and ±100 the full control effect.

[1] COc1cccc(C2CC(c3cccc(Br)c3)n3ncnc3N2)c1 (centres undefined)
[2] Cc1ccc(C)c2c1N(Cc1ccccc1)C(=O)C21OCCO1
[3] COc1ccc(C(=O)Nc2ccc(N3CCN(C)CC3)cc2)cc1
[4] O=S(=O)(NCCCc1ccccc1)c1cccc2nsnc12
[5] CCOC(=O)C1CCCN(Cc2nc(N)nc(Nc3ccccc3)n2)C1 (centres undefined)
[6] COCCn1c(=O)c2c(nc3n2CCCN3CCc2ccccc2)n(C)c1=O
compound no.,1,2,3,4,5,6
Sm TGR block,-16.7%,2.0%,3.7%,-12.5%,-18.0%,-5.5%
AmpC inh no detg,42.3%,-8.8%,-10.4%,-36.3%,2.4%,32.7%
HCMV inh,0.0,-18.7,43.7,-17.8,52.4,-11.0
AMA1-RON2 inh,-0.6%,4.6%,1.2%,-11.7%,-8.1%,-9.3%
FBPA Giardia inh,-2.2%,-0.4%,-5.4%,-3.9%,0.1%,6.8%
AmpC detergent,?,-8.5%,-4.6%,?,-8.1%,0.9%

[7] Cc1cc(=O)n2nc(N3CCCC(C(=O)NCc4ccc5c(c4)OCO5)C3)sc2n1 (centres undefined)
[8] Cc1cccc(NC(=O)c2ccc([N+](=O)[O-])o2)n1
[9] O=C(Cn1c(=O)n(-c2cccc(Cl)c2)c(=O)c2sc3ccccc3c21)NC1CCCCC1
[10] CC(=O)N=c1sc2c3ccccc3ccc2n1C
[11] COc1ccccc1N/N=C/c1ccc2c(c1)OCO2
[12] CNC(=S)N1CCN(S(=O)(=O)c2ccc3ccccc3c2)CC1
compound no.,7,8,9,10,11,12
Sm TGR block,0.3%,-19.0%,7.9%,0.0%,?,-2.5%
AmpC inh no detg,-14.7%,-16.2%,.,-2.6%,-9.0%,23.8%
HCMV inh,24.4,?,9.0,34.3,-70.5*,-14.3
AMA1-RON2 inh,-0.3%,-2.0%,.,2.2%,-8.2%,-4.1%
FBPA Giardia inh,-2.2%,-13.3%,.,0.7%,-15.2%,5.4%
AmpC detergent,-1.4%,-1.2%,7.3%,1.7%,?,-12.4%

[13] CCCNc1c(NS(=O)(=O)c2ccc(Cl)s2)c(=O)oc2ccccc12
[14] O=C1N[C@H]2CC=C[C@H]2Nc2ccccc21
[15] COc1ccc2c(C)c(CCC(=O)NCCc3ccc(Cl)cc3)c(=O)oc2c1
[16] CCN1C(=O)C(CC(=O)NCCc2ccccc2)N(NC(=O)c2cccnc2)C1=S (centres undefined)
[17] O=C1C2C(c3ccccc3)CC=CC2[C@H](c2ccc3ccccc3c2)N1Cc1ccccc1 (some centres undefined)
[18] Cc1ccc(-c2csc(NC(=O)Cc3cccs3)n2)cc1C
compound no.,13,14,15,16,17,18
Sm TGR block,-12.1%,.,9.7%,-1.8%,-17.9%,1.4%
AmpC inh no detg,-45.4%,-28.8%,.,-33.8%,-22.4%,-45.9%
HCMV inh,0.8,-0.6,-26.2,?,0.0,2.6
AMA1-RON2 inh,0.0%,10.3%,.,48.4%[activator],9.6%,-5.0%
FBPA Giardia inh,-3.8%,.,.,-21.0%,-4.3%,-2.0%
AmpC detergent,-7.0%,.,4.4%,?,2.2%,-10.5%

[19] Cc1nc2ccccc2c(C)c1CC(=O)N(C)CC(=O)Nc1cccc(F)c1
[20] CC12CS(=O)(=O)CC1SC(=S)N2c1ccccn1 (centres undefined)
[21] CCc1ccc2c(c1)cc(C)c1nnc(SCC(=O)Nc3cc(OC)c(OC)cc3C(=O)O)n12
[22] CCOC(=O)c1c(NC(=O)CSc2nnc(C)s2)sc2c1CCC(CC)C2 (centres undefined)
[23] CCc1nnc(NC(=O)Cn2c(=O)oc3ccccc32)s1
[24] CCOCC(O)CS(=O)(=O)c1ccccn1 (centres undefined)
compound no.,19,20,21,22,23,24
Sm TGR block,-1.1%,1.5%,9.3%,?,-1.9%,0.0%
AmpC inh no detg,149.3%[activator],-15.5%,10.8%,-21.2%,-16.4%,-18.4%
HCMV inh,-24.4,18.1,25.6,5.1,53.4,1.2
AMA1-RON2 inh,-3.6%,-5.6%,1.9%,7.2%,-1.3%,-0.5%
FBPA Giardia inh,.,1.7%,-0.4%,0.5%,-1.5%,-18.7%
AmpC detergent,?,2.2%,6.7%,?,-11.2%,-13.8%

[25] CCOc1ccc(OCC)c(NC(=O)CSCCc2ccccn2)c1
[26] O=C(CNC(=O)c1ccccc1F)NCC(c1cccs1)N1CCOCC1 (centres undefined)
[27] Nn1c(SCC(=O)Nc2cccc(S(N)(=O)=O)c2)nnc1C1CC1
[28] COc1ccccc1CN=C1NC(=O)C(CC(=O)Nc2ccc(C(C)=O)cc2)S1 (centres undefined)
[29] CCc1cc2c(NC(C(=O)O)C(C)C)ncnc2s1 (centres undefined)
[30] CN(O)/C=N/C(=S)Nc1ccc(Cl)cc1Cl
compound no.,25,26,27,28,29,30
Sm TGR block,8.7%,5.3%,2.2%,-11.0%,-0.7%,0.562µM*
AmpC inh no detg,14.5%,-9.2%,-16.0%,-20.4%,-8.5%,-22.2%
HCMV inh,-38.3,0.0,19.2,14.7,-14.6,?
AMA1-RON2 inh,-4.5%,-3.1%,-1.8%,-6.2%,-17.5%,30.7%[activator]
FBPA Giardia inh,-6.9%,.,-5.8%,-1.6%,22.8%,?
AmpC detergent,-6.0%,-12.0%,3.4%,3.3%,-18.4%,0.8%

[31] O=c1[nH]c(=S)n(CCC2=CCCCC2)c(O)c1C=NC1CCN(Cc2ccccc2)CC1
[32] COc1ccc(OC)c(CCNCc2c(C(=O)O)c(C)n(Cc3ccc(F)cc3Cl)c2C)c1
[33] O=C(Cn1nc(C(F)(F)F)c2c1CCC2)Nc1ccc(Cl)cc1
[34] COC(=O)c1sc2c(c1C)c(=O)n(-c1ccccc1)c(=O)n2CC(=O)Nc1cccc(C)c1
[35] COCCNC(=O)CSc1nc2cc(OC)c(OC)cc2c(=O)n1Cc1ccc(OC)cc1
[36] O=C(O)CCC(=O)NCCn1c(-c2ccccc2)csc1=Nc1ccccc1
compound no.,31,32,33,34,35,36
Sm TGR block,-7.1%,-13.2%,-1.9%,-1.0%,-3.6%,-11.9%
AmpC inh no detg,6.7%,.,.,.,12.2%,-11.9%
HCMV inh,-20.4,-32.5,-32.7,-17.9,5.5,18.6
AMA1-RON2 inh,-1.3%,.,.,.,23.1%,-5.7%&28.7%
FBPA Giardia inh,2.4%,.,.,.,-1.3%,-1.4%
AmpC detergent,-9.5%,23.3%,-5.6%,6.7%,-3.0%,-5.5%

[37] Cc1c(Cl)cccc1-c1ccc(CNCCSc2nnnn2-c2ccccc2)o1
[38] O=C(NCc1ccc(F)cc1)c1cc2n(n1)CCCN(Cc1ccc(F)cc1)C2=O
[39] Cc1cc(C)cc(-n2nnn(C3C/C(=N/NC(N)=S)C4OCC3O4)c2=S)c1 (centres undefined)
[40] CCOC(=O)c1c(C)[nH]c(CCC(=O)Nc2c(C)cccc2CC)c1C
[41] CCN(c1ccccc1)S(=O)(=O)c1ccc(C(=O)Nc2nnc(C3CC3)o2)cc1
[42] CC1=C(C)/C(=N\OS(=O)(=O)c2ccccc2)C=CC1=O
compound no.,37,38,39,40,41,42
Sm TGR block,?,-9.9%,?,-4.2%,-9.1%,2.51µM*
AmpC inh no detg,.,.,-31.6%,.,-43.9%,-19.6%
HCMV inh,9.9,-7.5,-10.1,9.1,-69.0*,.
AMA1-RON2 inh,.,.,59.0%[activator],.,74.3%[activator],?
FBPA Giardia inh,.,.,-2.2%,.,8.89µM*,4.46µM*
AmpC detergent,-6.1%,-6.9%,-2.8%,-7.1%,-15.4%,1.2%

[43] Cc1cc(NC(=O)CSc2nc3sc4c(c3c(=O)n2C)CCCC4)no1
[44] O=C(NCCC1=CCCCC1)c1ccc(Cl)c(S(=O)(=O)N2CCCCC2)c1
[45] COc1ccc(-c2nc(SCC(=O)N(CC(C)C)c3c(N)n(Cc4ccccc4)c(=O)[nH]c3=O)n[nH]2)cc1
[46] CN1CCN(c2cc(N3CCN(C(=O)c4ccco4)CC3)c3c4c(onc24)-c2ccccc2C3=O)CC1
[47] O=C(Nc1nccs1)C1=COCCO1
[48] CCOc1ccc(Br)cc1CNc1ccc2c(c1)OCCO2
compound no.,43,44,45,46,47,48
Sm TGR block,7.1%,-20.1%,-3.7%,10µM*,.,-32.4%
AmpC inh no detg,83.7%[activator],-33.5%,-21.5%,98.7%[activator],-19.1%,-43.3%
HCMV inh,5.4,-80.8*,-22.5,.,12.3,-64.9*
AMA1-RON2 inh,-20.2%,24.7%,-11.6%,17.8µM*,11.2%,31.6µM*
FBPA Giardia inh,1.8%,-0.5%,.,-27.3%,.,-22.6%
AmpC detergent,?,-7.8%,-8.3%,-2.4%,.,-13.9%

[49] Cc1cc(NCCCO)n2nc(-c3cccs3)cc2n1
[50] CCC(C)(C)NC(=O)CN(C(=O)CCC(=O)Nc1cc(C)ccn1)c1ccc2c(c1)OCCO2
[51] Cn1nnnc1SCC(=O)N(C1CCCCC1)C1CCCCC1
[52] CCOc1ccc(CNS(=O)(=O)c2c(C(=O)N3CCCCCC3)c(C)n(C)c2C)cc1OC
[53] COc1cccc2sc(NC(=O)c3ccc4c(c3)OCCO4)nc12
[54] CCOC(=O)C1CCN(c2nc3ccccc3n2CC(=O)c2ccccc2)CC1
compound no.,49,50,51,52,53,54
Sm TGR block,3.6%,.,4.2%,-3.1%,-4.5%,1.9%
AmpC inh no detg,-0.5%,30.7%,-1.0%,.,.,104.3%[activator]
HCMV inh,61.3,6.5,-39.9,-12.2,185.4,-29.8
AMA1-RON2 inh,2.6%,-9.1%,-17.3%,.,.,-0.5%
FBPA Giardia inh,-13.7%,4.6%,0.1%,.,.,7.5%
AmpC detergent,1.4%,-5.9%,-12.5%,19.2%,-7.8%,2.7%

The closing two records of the part above open the next one:
[53] COc1cccc2sc(NC(=O)c3ccc4c(c3)OCCO4)nc12
[54] CCOC(=O)C1CCN(c2nc3ccccc3n2CC(=O)c2ccccc2)CC1
[55] Cc1ccc(C)n1-c1ccccc1N1CCCCC1
[56] COc1cc(C)c(C(N)=O)c(OC)n1
[57] COc1ccc(C2CC(c3cccs3)=NN2C(=O)CSc2nnc(N)s2)cc1OC (centres undefined)
[58] Cc1sc2nc(C(C)Sc3nnc(C)n3-c3ccccc3)[nH]c(=O)c2c1C (centres undefined)
compound no.,53,54,55,56,57,58
Sm TGR block,-4.5%,1.9%,?,2.8%,0.0%,2.6%
AmpC inh no detg,.,104.3%[activator],-3.4%[11.4 µM],-2.1%,14.2%,-22.0%
HCMV inh,185.4,-29.8,82.5,48.7,17.5,.
AMA1-RON2 inh,.,-0.5%,5.2%,-5.4%,11.8%,.
FBPA Giardia inh,.,7.5%,-3.7%,.,7.7%,-1.8%
AmpC detergent,-7.8%,2.7%,-15.4%,2.4%,-5.7%,7.8%
